APOBEC3G inh – APOBEC3G (human) deaminase inhibition; AID 493012; inhibition, % at 20 µM; 330,000 compounds, 0.28% hits; recombinant A3G, ssDNA deamination FAM/TAMRA fluorescence;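 active = inhibition of at least 40% at 20 µM, with no more than 30% in the related APOBEC3A deaminase screen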;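 note: plate controls were DMSO wells with A3G for no effect and wells lacking A3G enzyme for full effect; some compounds called inactive have numbers as strong as hits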
hIAP activ – increases human intestinal alkaline phosphatase activity. P09923. 330,000 compounds, 0.16% hits. purified human IAP, CDP-Star luminescence, 30 min; stronger effect = higher value; 1 = vehicle-only enzyme, 0 = enzyme-free background. activation factor at 10 µM;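 active = activation factor of the enzyme at least 2-fold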; note: the source names both 10 and 20 µM as test concentration; values of inactives mirror those of a sister screen read the other way
Target sequence (P09923 whole entry, looked up): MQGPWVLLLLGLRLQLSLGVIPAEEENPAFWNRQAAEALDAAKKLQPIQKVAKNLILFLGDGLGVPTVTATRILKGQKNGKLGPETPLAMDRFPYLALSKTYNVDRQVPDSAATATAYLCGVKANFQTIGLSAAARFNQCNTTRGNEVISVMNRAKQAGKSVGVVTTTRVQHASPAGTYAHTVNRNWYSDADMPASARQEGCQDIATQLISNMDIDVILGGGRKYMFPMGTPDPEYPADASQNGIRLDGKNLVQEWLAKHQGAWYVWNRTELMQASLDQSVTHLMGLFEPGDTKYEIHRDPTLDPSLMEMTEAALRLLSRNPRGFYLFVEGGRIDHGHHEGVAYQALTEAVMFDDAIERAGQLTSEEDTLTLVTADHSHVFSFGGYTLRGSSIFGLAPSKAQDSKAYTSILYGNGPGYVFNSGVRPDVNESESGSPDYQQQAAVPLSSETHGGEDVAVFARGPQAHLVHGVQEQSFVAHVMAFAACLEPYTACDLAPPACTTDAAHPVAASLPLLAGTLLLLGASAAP
MPTP block – blocks calcium-induced mitochondrial swelling; isolated mouse mitochondria, Ca2+ swelling absorbance, 30 min; inhibition, % at 10 µM; 360,000 compounds, 1.4% hits; AID 602449;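 active = inhibition of 50% or more, scaled per plate between neutral and stimulator controls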;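 note: 0% = DMSO wells given calcium and 100% = 1 mM EGTA wells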
APOBEC3A inh – human APOBEC3A DNA deaminase inhibition | recombinant A3A, FAM/TAMRA ssDNA deamination fluorescence | inhibition, % at 20 µM | 330,000 compounds, 0.41% hits;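 active = at least 40% inhibition at 20 µM here, with at most 30% in a related deaminase screen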;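 note: plate controls were A3A with DMSO for no effect and wells lacking A3A enzyme for full effect; some results filed as inactive read as strong as hits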
mIAP activ – increases mouse intestinal alkaline phosphatase activity. muIAP, CDP-Star luminescence, 30 min; stronger effect = higher value; 1 = vehicle-only enzyme signal, 0 = enzyme-free wells. activation factor at 10 µM. 330,000 compounds, 0.24% hits. AID 2805;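 active = activation factor of at least 2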; note: the source names both 10 and 20 µM as test concentration; values of inactives mirror those of a sister screen read the other way
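also added = chemiluminescent substrate CDP-Star | test system = mouse IAP enzyme | signal = chemiluminescence readout | compound = DMSO-dissolved test compounds | incubation = 30 min at room temperature | benchmarks = DMSO wells, no-enzyme wells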
ATG4B inh – blocks human ATG4B protease cleavage of LC3 substrate | Q9Y4P1 | ATG4B cleavage of LC3-PLA2, NBD-HPC fluorescence, 1 h | inhibition, % at 8.33 µM | 340,000 compounds, 0.51% hits; in the data active = inhibition above about 40%
Target sequence (Q9Y4P1 whole entry, looked up): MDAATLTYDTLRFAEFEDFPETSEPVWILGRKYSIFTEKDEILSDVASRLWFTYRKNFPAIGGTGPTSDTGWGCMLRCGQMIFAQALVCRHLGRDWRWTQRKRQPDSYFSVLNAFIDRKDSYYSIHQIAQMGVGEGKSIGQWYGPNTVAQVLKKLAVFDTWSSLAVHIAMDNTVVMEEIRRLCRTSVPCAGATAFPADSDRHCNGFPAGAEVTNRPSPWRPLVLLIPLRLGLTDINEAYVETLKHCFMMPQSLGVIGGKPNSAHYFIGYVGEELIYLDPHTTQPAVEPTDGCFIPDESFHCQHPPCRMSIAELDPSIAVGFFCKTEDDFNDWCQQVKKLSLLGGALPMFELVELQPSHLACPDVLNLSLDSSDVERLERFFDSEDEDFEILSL
hIAP block – blocks human intestinal alkaline phosphatase; P09923; purified IAP, CDP-Star luminescence, 30 min; inhibition, % at 10 µM; 330,000 compounds, 0.12% hits; AID 2544;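 active = inhibition reaching a set limit with compound at 10 µM in the primary screen, cut at about 35% in these data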;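 note: plate controls were DMSO wells with enzyme for no effect and no-enzyme buffer wells for full effect; values of inactives mirror those of a sister screen read the other way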
MIN6 prolif – MIN6 beta-cell proliferation induction; proliferation, % at 10 µM; AID 2380; MIN6 cells proliferation, ATPlite luminescence, 48 h; cells starved in 0.2% serum; 100% = growth in 10% serum; 330,000 compounds, 0.29% hits;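 active = compounds whose signal lies at least 3.5 SD above the mean of all wells on their plate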;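 note: 0% = DMSO-treated cells in low-serum medium and 100% = 10% serum control; some compounds called inactive have numbers as strong as hits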
mIAP block – blocks mouse intestinal alkaline phosphatase. AID 2806. purified mouse IAP, CDP-Star luminescence, 30 min. inhibition, % at 10 µM. 330,000 compounds, 0.2% hits;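 active = inhibition of at least 40% at 10 µM in the primary screen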;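 note: plate controls were DMSO with enzyme for no effect and no enzyme wells for full effect; values of inactives mirror those of a sister screen read the other way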
* hit, by the source's call; . = no result given.

SMILES	APOBEC3G inh	hIAP activ	MPTP block	APOBEC3A inh	mIAP activ	ATG4B inh	hIAP block	MIN6 prolif	mIAP block
CC(=O)NC(CC(=O)Nc1ccc(S(=O)(=O)N2CCOCC2)cc1)c1ccccc1 (stereo not drawn)	-4	0.95	-1.9	1	0.98	-2	5	0	2
O=C(Nc1nnc(-c2ccc(F)cc2)o1)C1CCCN1S(=O)(=O)c1cccs1 (stereo not drawn)	-11	1.1	-2.0	-5	0.95	-7	-8	0	4
CCC1Nc2ncnc(N3CCN(c4ccccc4)CC3)c2N(Cc2ccc(Br)cc2)C1=O (stereo not drawn)	-3	0.97	2.0	-3	1	-1	3	-7	-2
CCCN(CC(=O)Nc1ccccc1OC)C(=O)CCCN1C(=O)c2ccccc2C1=O	-9	1	0.5	-2	0.96	-9	-2	5	4
CCOC(=O)C1=C(C)Nc2[nH]c(=O)[nH]c(=O)c2C1c1cccs1 (stereo not drawn)	6	1.1	-2.1	-1	0.92	-14	-11	-1	8
CCN(CC)C(=O)CSc1nc2cc3c(cc2c(=O)n1CCCCCC(=O)NCc1ccc(OC)cc1)OCO3	-7	1	-0.6	1	1	10	-1	-1	-3
O=C(O)c1csc(Br)c1Br	-5	1	0.6	2	0.93	-1	-4	-2	7
C=CCn1c(O)c(N=NC(=S)Nc2ccccc2F)c2ccccc21	-6	1	2.0	-8	0.83	-4	-3	-6	16

3 of the entries above in order of their number in hIAP activ, ascending.
| mol | hIAP activ |
| --- | --- |
| CC(=O)NC(CC(=O)Nc1ccc(S(=O)(=O)N2CCOCC2)cc1)c1ccccc1 (stereo not drawn) | 0.95 |
| CCC1Nc2ncnc(N3CCN(c4ccccc4)CC3)c2N(Cc2ccc(Br)cc2)C1=O (stereo not drawn) | 0.97 |
| CCN(CC)C(=O)CSc1nc2cc3c(cc2c(=O)n1CCCCCC(=O)NCc1ccc(OC)cc1)OCO3 | 1 |

Following part
SMILES	APOBEC3G inh	hIAP activ	MPTP block	APOBEC3A inh	mIAP activ	ATG4B inh	hIAP block	MIN6 prolif	mIAP block
COc1ccccc1NC(=O)c1cc(C)oc1C	-2	1	0.8	6	0.98	-4	-3	2	2
C/C(=N\NS(=O)(=O)c1ccc(Br)cc1)c1cccs1	-2	1.1	-0.3	0	0.9	-3	-5	-2	10
O=C(Nc1cc(C(F)(F)F)ccc1Cl)C(Sc1cccc[n+]1[O-])c1ccccc1 (stereo not drawn)	-9	1	0.6	8	1	-6	-1	1	-5
CN(C)S(=O)(=O)c1ccc(N2CCCC2)c(C(=O)NNC(=O)COc2ccc(Cl)cc2)c1	-3	1.8	-0.2	-6	1	-11	-76	0	-1
Cc1ccc(NC(=O)COC(=O)Cn2c(C)csc2=O)cc1C	-5	0.9	6.4	1	0.98	-2	10	3	2
S=C(NCc1ccco1)N1CCOCC1	-6	1.3	-1.5	-6	1	1	-27	0	-2
Cc1cccc(-c2ncc(CN3CCN(CC(C)C)C(CCO)C3)cn2)c1 (stereo not drawn)	-8	0.99	1.4	4	1	8	1	2	0
CC(Oc1ccccc1)C(=O)Nc1ccc(S(=O)(=O)NCC2CCCO2)cc1 (stereo not drawn)	-4	1	-0.9	-2	1.1	-5	-1	-1	-13
O=C(NCCC1=CCCCC1)C1CCN(S(=O)(=O)c2cccc3cccnc23)CC1	-6	1	-0.3	-2	1.1	-11	-1	-4	-5
COc1cc(S(=O)(=O)N2CCN(C)CC2)ccc1Cl	-6	0.92	-0.1	-3	0.98	-5	8	-1	2
O=C(NCc1ccccc1)c1cccc(S(=O)(=O)NCc2ccccc2)c1	1	1.3	-7.8	1	1.2	1	-26	0	-15
CC(CCc1ccccc1)NC(=O)c1ccccc1F (stereo not drawn)	11	1	0.3	2	1.1	4	0	-1	-15
Cc1ccc(S(=O)(=O)N2CCOCC2)cc1C(=O)NC1CCCC(C)C1C (stereo not drawn)	-8	1.1	0.1	-1	0.98	-7	-8	-2	2
CCCOc1ccc(Oc2cc(C)nc(SC)n2)nn1	0	0.95	0.2	2	1.1	-14	5	-1	-15
CCSc1nnc(NC(=O)c2ccc3c(c2)OCO3)s1	-5	1	-2.2	1	0.9	11	-4	-1	10
O=C(CCN1C(=O)/C(=C/c2ccccc2)SC1=S)NNC(=O)c1cccnc1	-3	1.1	88*	3	1	-2	-12	0	-1

Look-ups from the results shown:
APOBEC3A inh with O=C(NCc1ccccc1)c1cccc(S(=O)(=O)NCc2ccccc2)c1 stands at 1
MPTP block with CCCOc1ccc(Oc2cc(C)nc(SC)n2)nn1 stands at 0.2

More entries follow:
SMILES	APOBEC3G inh	hIAP activ	MPTP block	APOBEC3A inh	mIAP activ	ATG4B inh	hIAP block	MIN6 prolif	mIAP block
COc1ccc(/C=C/C(=O)N2CCN(C)CC2)cc1S(=O)(=O)N1CCCCC1	-8	1.2	0.9	-3	1	-6	-17	1	-3
COc1ccc([C@@H]2[C@@H]3C(=O)N(C(C)(C)C)C(=O)[C@@H]3[C@]3(CC(C)C)C(=O)N(c4cccc(Br)c4)C(=O)N23)cc1	-13	1.1	0.1	-6	0.95	-7	-8	-7	5
CC(=O)N[C@@H](Cc1c[nH]c2ccccc12)C(=O)OCC(=O)NCc1ccc2c(c1)OCO2	-2	1	-1.4	2	0.9	-6	-1	-3	10
COc1ccc(/C=N/NC(=O)c2cc(C34CC5CC(CC(C5)C3)C4)[nH]n2)cc1O	-7	1.1	0.2	-4	0.94	-12	-11	-3	6
CCN(CC)C(=O)c1cn(-c2ccccc2)nc1-c1ccc2c(c1)OCCO2	4	1	-1.2	2	1.1	-6	0	1	-5
CCOc1ccccc1-n1c(SCC(=O)N2CCCC2)nnc1-c1ccoc1C	-3	1.1	1.1	-2	1	-13	-9	3	-2
COC(=O)c1[nH]c2ccc(C)cc2c1NC(=O)NC1CCCCC1	-8	0.74	0.9	-4	0.96	-3	26	-1	4
C=CC(=O)NN(C)c1ncc(C(F)(F)F)cc1Cl	-3	1.2	-1.0	1	0.96	-6	-19	-5	4

New compounds follow:
smiles	APOBEC3G inh	hIAP activ	MPTP block	APOBEC3A inh	mIAP activ	ATG4B inh	hIAP block	MIN6 prolif	mIAP block
Cc1cccc(NC(=O)CSc2nc(N)c(NC(=O)c3cccs3)c(=O)[nH]2)c1C	2	0.89	-0.3	0	1	-2	11	0	0
CCn1ncc(CN2CCCC(CNC(=O)c3ccc(F)cc3)C2)c1C (stereo not drawn)	-10	0.92	1.2	-3	0.95	-4	8	3	5
CCC1(c2ccc(F)cc2)NC(=O)N(CC(=O)N2CCN(C(=O)c3cccs3)CC2)C1=O (stereo not drawn)	-9	1.2	0.4	1	1	-6	-19	6	-2
CCOC(=O)c1c(C)[nH]c(C(=O)Cn2nnc(-c3ccccc3Cl)n2)c1C	3	1.1	1.8	2	0.95	-10	-7	-2	5
O=C(CSc1nncs1)NCCCc1ccccc1	-2	1.1	-0.2	-2	0.97	3	-9	1	3
CCCCCCCc1c(O)nc(SCCN2CCOCC2)[nH]c1=O	-7	0.98	-3.1	0	0.95	-3	2	0	5
CCc1ccc(NC(=O)Cn2c(SC)nc3ccccc32)cc1	0	1	-1.9	-1	1.5	-12	-4	-1	-50
O=C(CSc1nc2c([nH]c3ccccc32)c(=O)n1-c1ccccc1F)NCC1CCCO1 (stereo not drawn)	-3	1.1	1.6	0	0.95	-13	-8	2	5
C#CCNC(=O)C1=C[C@@H](C)C[C@@H](OCc2ccc(CO)cc2)O1	-5	1.1	-0.6	0	0.99	-8	-5	-1	1
Cc1ccccc1Nc1nc(-c2cccnc2)cs1	-7	1.1	1.5	-6	1.1	3	-14	-2	-5
C#CCn1cccc(C(=O)Nc2ccc(OC)cc2)c1=O	-7	0.97	-0.2	-3	0.97	-3	3	-1	3
COc1ccc(N2CC(C(=O)NCc3n[nH]c(=O)c4ccccc34)CC2=O)cc1 (stereo not drawn)	-3	1	-0.8	1	1	6	-2	-3	0
COc1ccc(C(=O)NCC(C)(C)SCc2c(C)cc(C)cc2C)cc1	-2	1.3	10	-5	1.3	2	-32	-4	-26
CN(C)c1cccc(C(=O)N2CCCC(CCC(=O)N3CCN(c4ccccn4)CC3)C2)c1 (stereo not drawn)	-2	1.1	0.1	-4	1	5	-8	-2	-1
CC1CCN(CCc2nc3cc(NS(=O)(=O)c4ccc(F)cc4)ccc3n2C)CC1	-4	0.95	5.3	2	0.93	-16	5	1	7
Nc1ccc(-n2cnc3cc([N+](=O)[O-])ccc32)cc1	-4	1.2	-1.4	-3	1.1	-5	-20	-1	-7
COc1cc(/C=C/C(=O)OCC(=O)NC(=O)NC(C)C)cc(S(=O)(=O)N2CCc3ccccc32)c1OC	-6	0.89	-2.8	-5	1	-14	11	2	-1
Cn1nccc1C(=O)NC1CCCc2c1cnn2-c1ccc(F)cc1F (stereo not drawn)	-2	1	90*	-4	1	-1	-1	-7	-3
COc1ccc(C(=O)N2CCN(C(=O)C3CCCO3)CC2)cc1[N+](=O)[O-] (stereo not drawn)	-4	1.2	0.1	0	0.99	1	-19	-2	1
Cc1cc(C(=O)CSc2nnc(-c3ccccc3)n2C)c(C)n1C	-6	1	0.8	-5	0.96	-6	-3	1	4
CC(C)CC1CC(C)(c2csc(NNC(=O)c3ccccc3)n2)OC1=O (stereo not drawn)	-8	1.7	-4.4	-3	1	2	-67	-4	-1
Cc1cc(Br)c(NC(=O)COC(=O)CC2CC3CCC2C3)c(Br)c1 (stereo not drawn)	-5	0.85	0.0	-1	1.2	-3	15	-1	-18
CSc1ccc(CNc2ccccc2)cc1	-4	0.92	.	-3	0.85	.	8	-3	15
CCOc1ccc(C(=O)NC(=S)Nc2cccnc2)cc1[N+](=O)[O-]	-2	1.1	0.3	0	0.87	-6	-9	-3	13
NC(CC(=O)O)c1ccc(F)cc1 (stereo not drawn)	-5	0.95	-0.6	-4	0.92	-5	5	-1	8
CN(c1ccccc1)S(=O)(=O)c1ccc(C(=O)NCCc2ccccc2)cc1	-10	1.1	-1.4	2	0.95	-3	-9	-1	5
COc1ccc(Cn2cc(F)c(=O)n(C)c2=O)cc1[N+](=O)[O-]	-9	0.97	2.1	1	0.94	-6	2	0	6
Cc1cc(C)c2c(n1)nn1c(NCCN3CCOCC3)cc(C)nc21	-7	1	-1.3	-2	1.1	-6	-3	0	-5

One compound at a time (already shown). Values in the order: APOBEC3G inh, hIAP activ, MPTP block, APOBEC3A inh, mIAP activ, ATG4B inh, hIAP block, MIN6 prolif, mIAP block
NC(CC(=O)O)c1ccc(F)cc1 (stereo not drawn) is listed with -5, 0.95, -0.6, -4, 0.92, -5, 5, -1, 8
COc1ccc(Cn2cc(F)c(=O)n(C)c2=O)cc1[N+](=O)[O-] is listed with -9, 0.97, 2.1, 1, 0.94, -6, 2, 0, 6

Screening results deposited in PubChem by Sanford-Burnham Center for Chemical Genomics.
